Bioassay records (PubChem)
M1 ag – human M1 muscarinic receptor agonists, primary screen, Fluo-8 calcium fluorescence, CHO-K1 cells, HTS | Muscarinic acetylcholine receptor M1 (Homo sapiens), P11229 | CHO-K1 hM1, agonist mode; 0% DMSO, 100% acetylcholine EC100 | activation, % at 3 µM | 360,000 tested, 0.33% active;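 active = activation above the run's mean compound activation plus 3 SD, cut at about 16% in these data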;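 note: peak over basal fluorescence ratio within a 140 s kinetic read after compound addition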
CHRM5 antagonist – human M5 muscarinic receptor antagonists, primary screen, CHO cells, Fluo-8 calcium fluorescence; inhibition, % at 3 µM; AID 624040, 2012; Muscarinic acetylcholine receptor M5 (Homo sapiens), P08912; CHO-hM5 cells, ACh EC80; 360,000 tested, 0.59% active;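 active = inhibition above a per-plate cutoff, the mean of that plate's test compounds plus 3 SD, cut at about 27% in these data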;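 note: 0% = acetylcholine EC80 with DMSO and 100% = DMSO without agonist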
Target sequence (P08912 whole entry, looked up): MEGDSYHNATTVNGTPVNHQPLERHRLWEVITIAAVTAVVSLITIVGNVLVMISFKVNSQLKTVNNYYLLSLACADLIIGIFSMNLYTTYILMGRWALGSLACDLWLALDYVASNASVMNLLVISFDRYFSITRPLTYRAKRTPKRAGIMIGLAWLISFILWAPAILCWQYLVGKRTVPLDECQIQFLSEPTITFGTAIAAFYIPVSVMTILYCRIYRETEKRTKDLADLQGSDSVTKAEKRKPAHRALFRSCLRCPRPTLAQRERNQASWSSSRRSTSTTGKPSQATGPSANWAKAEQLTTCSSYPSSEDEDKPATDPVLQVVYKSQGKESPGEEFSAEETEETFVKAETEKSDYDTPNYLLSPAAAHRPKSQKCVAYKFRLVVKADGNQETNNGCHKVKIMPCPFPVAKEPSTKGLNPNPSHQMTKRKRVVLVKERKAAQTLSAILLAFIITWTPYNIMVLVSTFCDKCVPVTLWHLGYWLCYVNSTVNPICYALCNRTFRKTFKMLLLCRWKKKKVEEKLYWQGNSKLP
M1 antag – human M1 muscarinic receptor antagonists, primary screen, CHO-K1 cells, Fluo-8 calcium fluorescence, 1536-well; Muscarinic acetylcholine receptor M1 (Homo sapiens), P11229; CHO-K1 hM1, ACh EC80 antagonist; inhibition, % at 3 µM; 360,000 tested, 1.3% active; AID 588852, 2011;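 active = percent inhibition above its own plate's cutoff, namely the mean of that plate's compound wells plus 3 SD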;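 note: peak over basal fluorescence ratio during 140 s after agonist addition; 0% = ACh EC80 plus DMSO and 100% = DMSO alone without agonist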
M4 antag – human M4 muscarinic receptor antagonists, primary screen, CHO cells, Fluo-8 calcium fluorescence; 360,000 tested, 0.73% active; Muscarinic acetylcholine receptor M4 (Homo sapiens), P08173; inhibition, % at 3 µM; AID 624125, 2012; CHO-hM4 cells, ACh EC80;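 active = inhibition above its plate's cutoff, the mean inhibition of sample wells plus 3 SD, cut at about 27% in these data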;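 note: 0% = acetylcholine EC80 with DMSO and 100% = DMSO without agonist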
Target sequence (P08173 whole entry, looked up): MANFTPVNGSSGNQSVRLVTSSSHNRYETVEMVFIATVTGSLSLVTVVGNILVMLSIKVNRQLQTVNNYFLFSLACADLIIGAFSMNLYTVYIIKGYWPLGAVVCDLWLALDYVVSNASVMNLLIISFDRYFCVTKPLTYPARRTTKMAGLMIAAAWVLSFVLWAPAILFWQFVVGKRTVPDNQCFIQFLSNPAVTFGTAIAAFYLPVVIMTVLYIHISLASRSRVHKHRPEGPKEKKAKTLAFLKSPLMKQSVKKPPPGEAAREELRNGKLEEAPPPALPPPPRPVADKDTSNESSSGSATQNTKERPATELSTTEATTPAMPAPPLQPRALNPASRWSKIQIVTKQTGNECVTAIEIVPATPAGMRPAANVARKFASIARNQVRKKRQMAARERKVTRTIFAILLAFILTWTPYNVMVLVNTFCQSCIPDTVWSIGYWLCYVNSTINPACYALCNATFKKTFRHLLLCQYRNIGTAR
CHRM4 agonist – human M4 muscarinic receptor agonists, primary screen, CHO-K1 cells, Fluo-8 calcium fluorescence. 360,000 tested, 0.14% active. activation, % at 3 µM. Muscarinic acetylcholine receptor M4 (Homo sapiens), P08173. CHO-K1 hM4/Gqi5; vehicle 0%, full acetylcholine response 100%;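 active = activation above the run mean over all test wells plus 3 SD, cut at about 32% in these data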;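 note: peak over basal fluorescence ratio per well then scaled between controls; 0% = DMSO wells and 100% = acetylcholine at EC100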
M5 PAM – human M5 muscarinic receptor positive allosteric modulators, primary screen, CHO-K1 cells, Fluo-8 calcium fluorescence; activation, % at 3 µM; Muscarinic acetylcholine receptor M5 (Homo sapiens), P08912; 360,000 tested, 0.3% active; CHO-K1 hM5, ACh EC20 PAM; 0% = ACh EC20, 100% = ACh EC100;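 active = activation above the run cutoff, the mean activation of all test compounds plus 3 SD, cut at about 18% in these data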
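Assay system: CHO-K1 hM5 cells. Also added: acetylcholine at EC20 concentration, added after compound. Dosing: 3 µM, single dose. Times: compound preincubation 140 s before EC20 acetylcholine addition. Signal: Fluo-8 calcium fluorescence. Measure: % activation relative to EC20 and EC100 ACh responses. Repeats: singlicate, one well per test compound.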
CHRM1 PAM – human M1 muscarinic receptor positive allosteric modulators, primary screen, CHO-K1 cells, Fluo-8 calcium fluorescence, 1536-well. AID 588819, 2011. Muscarinic acetylcholine receptor M1 (Homo sapiens), P11229. CHO-K1 hM1, ACh EC20; 0% = ACh EC20, 100% = maximal ACh. activation, % at 3 µM. 360,000 tested, 0.088% active; in the data active = activation above about 19%, passing the limit was not always enough
TAAR1 ag – human TAAR1 agonists, primary screen, Fluo-8 calcium fluorescence, CHO RD-HGA16 cells. 360,000 tested, 0.99% active. AID 624467, 2012. vehicle wells 0%, saturating PEA agonist 100%. Trace amine-associated receptor 1 (Homo sapiens), Q96RJ0. activation, % at 3 µM;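 active = activation above the mean activation of all test compounds in the run plus 3 SD, cut at about 38% in these data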
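Repeats: no replicates (n 1) | Material: CHO-derived RD-HGA16 cells with stable Gα16 and human TAAR1 | Technique: Kinetic Fluo-8 calcium fluorescence | Schedule: 17-24 h seeding, 75 min 37 °C dye, 30 min RT | Evaluation: % activation from peak over basal fluorescence ratio, DMSO-to-PEA scaled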
CHRM5 agonist – human M5 muscarinic receptor agonists, primary screen, CHO-K1 cells, Fluo-8 calcium fluorescence; Muscarinic acetylcholine receptor M5 (Homo sapiens), P08912; CHO-K1 hM5 cells; 0% DMSO wells, 100% maximal acetylcholine response; 360,000 tested, 0.19% active; AID 624037, 2012; activation, % at 3 µM;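 active = activation above the run's mean over test compounds plus 3 SD, cut at about 23% in these data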;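 note: signal is peak over basal fluorescence ratio across the kinetic read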
* marks the source's active call; other numbers are inactive results; · = not tested or not shown; & = joins results of further samples.

SMILES	M1 ag	CHRM5 antagonist	M1 antag	M4 antag	CHRM4 agonist	M5 PAM	CHRM1 PAM	TAAR1 ag	CHRM5 agonist
Cc1ccc(S(=O)(=O)NCC(=O)N2CCCCC2)cc1	-3	-3	-11	0	1	4	8	3	0
O=C(CN1C(=O)C2CCCCN2C(=O)c2ccccc21)N1CCCc2ccccc21 (stereo unspecified)	-6	0	-6	-3	1	3	4	-1	-11
CCOC(=O)C1(Cc2ccccc2)CCN(Cc2ccc(C)s2)CC1	-5	15	5	1	5	-18	-5	4	-2
O=C1CC(=Nc2ccc([N+](=O)[O-])cc2)NN1c1c(Cl)cc(Cl)cc1Cl	-1	19	-19	2	1	1	17	0	-1
COc1ccccc1CNC(=O)Cn1c(=O)c2cccn2c2cccnc21	0	0	-3	0	2	4	5	1	0
Cc1ccc(NC(=O)CSc2nc3c(c(=O)[nH]2)CCC3)cc1C	-4	0	-2	7	0	4	6	1	3
COc1ccc(NC(=O)c2ccc3ccccc3n2)cc1S(=O)(=O)N1CCCCC1	-6	-1	8	0	2	0	1	4	-2
COc1ccccc1C(=O)NC(=O)Cn1nc(C)c([N+](=O)[O-])c1C	1	1	-8	-16	1	-1	5	0	1
CCOC(=O)c1c(SC)n(-c2ccccc2)c(=S)n(-c2ccccc2)c1=O	-8	15	-5	-2	1	-2	-6	4	-5
CN(CCc1ccccn1)C(=O)c1nn2c(C(F)(F)F)cc(-c3ccco3)nc2c1Cl	-3	-3	-29	-1	5	1	3	9	1
O=C(O)Cn1cc(/C=N/Nc2ccc([N+](=O)[O-])cn2)c2ccccc21	1	8	-4	-9	1	-6	10	4	-3
CCO[C@@H]1OC(C(=O)N2CCN(C)CC2)=C[C@H](c2ccc(C(F)(F)F)cc2)[C@H]1CCCO	-1	6	-4	3	1	8	7	3	2
COc1ccc(C)cc1NC(=O)c1ccc(N(C)S(C)(=O)=O)cc1	-1	-2	8	-2	2	-9	-6	-1	-4
CCOC(=O)c1nnn(-c2nonc2N)c1CSc1nnc(N)s1	-9	-14	-6	9	1	4	13	4	-3
COc1ccc(OC)c(C=NN=Cc2cc(OC)ccc2OC)c1	2	-1	-19	0	0	-3	21	2	1
Cc1ccc2cc(C)c3nnc(SCC(=O)NCc4ccco4)n3c2c1	-6	6	9	-11	1	2	0	·	-2
O=C1c2ccccc2CN1CCSC(=S)N1CCOCC1	-6	-5	-7	-23	3	2	12	2	-1
C(=N\NC1=Nc2cccc3cccc1c23)/c1cccnc1	-3	-2	14	3	2	-9	-5	7	-3
Cc1ccc(Cn2c(=N)c(C(=O)NCC3CCCO3)cc3c(=O)n4ccccc4nc32)cc1 (stereo unspecified)	-12	-3	-14	-7	1	0	5	-4	-3
CCN(Cc1ccncc1)C(=O)Cc1cccs1	0	1	-17	-3	1	8	18	2	0
COc1ccc(Nc2nc(N)nc(CSC(=S)N3CCC(C)CC3)n2)cc1	-4	-6	0	-2	0	2	2	-1	0
C/C(=N\NC(=O)c1ccc(F)cc1)c1ccc(NC(=O)Cc2ccccc2)cc1	-3	-7	-4	-6	2	-5	2	0	-3
O=C(O)CC/C(=N/NC(=O)c1cn(-c2ccccc2)nc1-c1ccccc1)C(=O)O	-5	-1	-2	-15	0	-3	8	2	-3
CCC(c1nc2ccccc2c(=O)n1CCCn1ccnc1)N1C(=O)c2ccccc2C1=O (stereo unspecified)	5	3	-6	-6	5	-1	11	7	-3
C[C@H]1COc2cc(N3CC[C@H](O)C3)ccc2S(=O)(=O)N1	·	-1	·	4	0	8	·	1	4

Three entries out of the list, arranged by formula weight, largest number first:
SMILES	M1 ag	CHRM5 antagonist	M1 antag	M4 antag	CHRM4 agonist	M5 PAM	CHRM1 PAM	TAAR1 ag	CHRM5 agonist
COc1ccc(NC(=O)c2ccc3ccccc3n2)cc1S(=O)(=O)N1CCCCC1	-6	-1	8	0	2	0	1	4	-2
Cc1ccc(NC(=O)CSc2nc3c(c(=O)[nH]2)CCC3)cc1C	-4	0	-2	7	0	4	6	1	3
C(=N\NC1=Nc2cccc3cccc1c23)/c1cccnc1	-3	-2	14	3	2	-9	-5	7	-3

More records:
SMILES	M1 ag	CHRM5 antagonist	M1 antag	M4 antag	CHRM4 agonist	M5 PAM	CHRM1 PAM	TAAR1 ag	CHRM5 agonist
CC(OC(=O)c1cccc(S(=O)(=O)N2CCCCC2)c1)C(=O)NC1CCCCC1C (stereo unspecified)	1	2	12	-4	3	-2	4	-1	-2
CCCCn1c(N)c(N(CCOC)C(=O)CCC2CCCCC2)c(=O)[nH]c1=O	-2	4	-5	-1	0	-5	5	3	4
CCC(C)[C@H](N)c1nnc(SCC(=O)Nc2cccc(Cl)c2)o1 (stereo partly specified)	-1	-3	-7	11	5	5	10	9	4
C[C@@H]1CN([C@H](C)CO)C(=O)c2cccc(NC(=O)NC3CCCCC3)c2O[C@@H]1CN(C)C(=O)Nc1ccc(C(F)(F)F)cc1	-8	16	0	1	0	-2	7	·	-5
COc1ccc(-c2nc3cc(C)ccn3c2NC2CCCCC2)cc1SC1CCCCC1	-5	7&7	17	5&-1	3&0	0&-5	-11	5&0	-1&0
CCOC(=O)c1oc2ccccc2c1NC(=O)c1ccc2c(c1)OCO2	-4	-18	-1	-13	1	9	8	13	2
COC(=O)c1ccc(C2=NOC(C)(c3sc(-c4ccc(Cl)cc4)nc3C)C2)cc1 (stereo unspecified)	-5	1	2	-5	0	10	0	1	5
Cc1ccccc1CS(=O)(=O)CCC(=O)NCc1ccccn1	-2	-7	9	-10	1	4	1	-2	-5
O=C(N/N=C/c1ccc(OC(F)F)cc1OC(F)F)c1ccc(Br)cc1	-4	6	6	0	1	-7	-9	4	-3
Cc1noc(C)c1S(=O)(=O)N1CCCC(C(=O)NCCc2ccccc2)C1 (stereo unspecified)	-5	-3	-25	8	2	13	0	7	-3
O=C(CSc1nnnn1C1CCCC1)NCc1ccc2c(c1)OCO2	-5	-3	-22	-3	1	1	7	2	2
Nc1ncc(Br)cc1S(=O)(=O)N1CCCCCC1	-5	29*	26	-2	1	-15	-12	-1	-8
COc1ccc(CNC(=O)C(C)OC(=O)C23CC4CC(CC(O)(C4)C2)C3)cc1 (stereo unspecified)	-6	-4	-10	-2	1	0	7	1	1
CCOCCCNC(=O)c1ccc(-n2c(=S)[nH]c3ccccc3c2=O)cc1	-4	21	7	0	16	-13	0	6	0
O=C(C[n+]1cccc(Br)c1)c1ccc(-c2ccccc2)cc1	-11	3	38*	5	2	2	-27	4	-5
COC(=O)c1c(NS(=O)(=O)c2ccccc2)csc1C	-4	6	-6	-9	1	2	4	7	-4
Cc1cc2occ(CC(=O)NC3(C)CCS(=O)(=O)C3)c2cc1C (stereo unspecified)	-1	7	9	8	2	-1	-1	2	0
CC(C)CC(=O)NCc1ccc(F)cc1	-3	-9	-12	2	0	13	7	7	-5
Cc1cccn2c(=O)c(/C=C(\C#N)C(=O)NCc3ccco3)c(N3CCCC(C)C3)nc12 (stereo unspecified)	-7	7	-6	13	0	-5	1	5	0
O=C(Nc1ccc(F)cc1)Nc1cc(S(=O)(=O)N2CCOCC2)ccc1N1CCCC1	-3	5	-12	-12	4	-1	6	1	0
CCCc1c(-c2ccc(F)cc2F)ncn1Cc1cccc(-c2ccccc2)c1	·	16	·	6	3	-15	·	0	-3
COC(=O)c1cc(-c2ccc(OC)cc2)nc2nc(SC)[nH]c(=O)c12	-3	4	-2	13	1	4	4	-4	-1
Cc1ccc(-c2ccc3nnc(SCC(N)=O)n3n2)cc1	-4	1	-20	-13	-2	5	8	2	-7
COc1ccc(/C=N/N=C2/C(=O)Nc3ccccc32)cc1O	-3	-8	-2	1	2	-4	11	1	-1
CC(C)NS(=O)(=O)c1ccc(OCC(=O)N2CCN(c3ccccc3)CC2)cc1	-3	-13	-12	-10	1	-2	4	2	1

The list continues.
SMILES	M1 ag	CHRM5 antagonist	M1 antag	M4 antag	CHRM4 agonist	M5 PAM	CHRM1 PAM	TAAR1 ag	CHRM5 agonist
Cc1ccc([C@H]2N[C@]3(CCCN(Cc4cccn4C)C3=O)[C@H]3C(=O)N(C)C(=O)[C@@H]23)cc1	3	-2	4	-18	0	3	7	-1	0
Oc1cccc(-c2nnc(-c3cccc(O)c3)nn2)c1	4	-5	-5	-7	13	-2	1	5	8
O=c1[nH]c(Nc2ccccc2)cc2cc(Br)ccc12	-3	3	5	8	2	2	-1	36	8
COc1ccc(CC2(CO)CCN(C(C)COc3ccccc3)CC2)cc1 (stereo unspecified)	-14	2	0	-3	2	-2	1	4	-6
Cc1cc(OCC(=O)Nc2ccncc2)ccc1[N+](=O)[O-]	-3	11	7	1	9	-10	-2	5	8
O=C(NC1CCCCCC1)C1c2ccccc2C(=O)N1Cc1cccs1 (stereo unspecified)	-3	8	-5	13	-1	-12	3	-2	0
CCCCc1ccc(NC(=S)NCCCN2CCOCC2)cc1	-5	13	-4	-5	2	-8	5	3	-5
O=C(Cn1nc(-c2ccccc2)c2ccccc2c1=O)Nc1ccc(O)cc1	2	7	-21	4	0	2	6	-1	1
CCOc1ccc(NC2=C(Cl)C(=O)N(C3CCCCC3)C2=O)cc1	-6	0	11	2	0	-3	-6	-1	-1
CCC(CC)=C(C#N)C(=O)NC1CCCCC1	-6	-4	-9	-6	0	4	6	-1	-1
CN(CC(=O)Nc1ccccc1Br)C(=O)CN1CCN(Cc2ccc(Cl)cc2)CC1	-7	5	-4	9	1	-1	1	2	-2
CCn1cc(S(=O)(=O)NCCc2ccc(OC)c(OC)c2)cn1	1	-4	-5	-15	0	-2	7	0	-5
Cc1ccc(C)c(N2N=C(C(=O)O)CCC2=O)c1	-2	-2	-4	9	0	9	4	0	4
NS(=O)(=O)c1cc(C(=O)OCC(=O)NC2CCCCCCC2)ccc1Cl	-5	1	-8	-6	5	-2	3	0	5
Cc1[nH]c2ccccc2c1SCc1n[nH]c(=S)n1C	2	13	-24	9	3	4	21	2	2
Cc1ccc(NS(=O)(=O)c2cc(Br)cnc2N)c(Cl)c1	-2	9	10	7	3	-14	-22	1	-10
O=[N+]([O-])c1cc(S(=O)(=O)N2CCCC2)ccc1N/N=C/c1ccccn1	-10	-10	-12	-7	1	1	13	0	-4
CCOC(=O)C1=C(C)Nc2ncnn2C1c1cc(Br)ccc1F (stereo unspecified)	0	11	-3	3	2	-3	7	10	-3
Cc1ccccc1OCC(=O)N/N=C/c1cccn1C	3	6	-30	0	2	11	8	18	1

These rows are one share of the data; rates above refer to the full screens.
